All columns: NCI-60 one-dose screen, growth in % after 48 h at 10 µM unless noted; 100 = growth as untreated, 0 = no growth, -100 = all killed.
HL-60(TB): HL-60(TB) leukemia cells; 9% of 78,000 active; active means growth percent below 10
* marks the source's active call; other numbers are inactive results; & = joins results of further samples; [ ] = dose if it differs, or a comment.

SMILES	HL-60(TB)
CC(=O)n1nc(C(=O)OC(C)(C)c2ccccc2)c2ccccc21	97
CCc1c(C(=O)N(CC)Cc2ccccc2)[nH]c(C)c1C(C)=O	118
O=C(O)CCC(C(=O)O)N1C(=O)/C(=C/C(Cl)=C/c2ccccc2)SC1=S (configuration not stated)	116
CC1(C)N=C(N)N=C(N)N1c1ccc(OCc2ccc(S(=O)(=O)F)c(Cl)c2)c(Cl)c1	42
O=C1CCC(NNC(=O)c2ccc([N+](=O)[O-])cc2)N1 (configuration not stated)	99
Cn1cc(-c2cc(N)n3nc(-c4cn(C)c5ncccc45)cc3n2)c2cccnc21	39
COC1OC(CO)C(N(C)C(C)=O)C1O (configuration not stated)	73
Cc1csc(/N=C(N)/N=C(\N)c2cnccn2)n1	99
NC(=O)Nc1ccc2c(c1)Cc1cc(F)ccc1-2	85
Nc1ncnc2c1ncn2C1OC(COP(O)(=S)OC2C(CO)OC(n3ccc(=O)[nH]c3=O)C2F)C(O)C1F (configuration not stated)	108
O=c1ccc([N+](=O)[O-])c[nH]1	94&105
COC[CH2][Hg][C]#[C][Hg][CH2]COC	89
C1CCC(OCCOC2CCCCO2)OC1 (configuration not stated)	76
O=C(N/N=C/c1ccc(N2CCOCC2)cc1)c1cnc2n(c1=O)CCCCC2	93
CCOC(=O)c1cc2c(n1Cc1cc(OC)c(OC)c(OC)c1)-c1oncc1CCC2	-8.7*
O=C(O)c1ccc(N=Nc2ccccc2)cc1	109
Cc1nc2c(s1)CC[C@@]1(C)C2=CC[C@@H]2[C@@H]1CC[C@]1(C)C(=O)CC[C@@H]21	99
Cc1ccc2c(c1)c1nc3cc(C)c(C)cc3nc1n2CCN(C)C	11
O=C1c2cccc3cccc(c23)C(=O)N1N1C(=O)c2cccc3c(-c4ccc(Cl)cc4)ccc(c23)C1=O	109
Cn1c(Cn2nc(-c3ccccc3)ccc2=O)n[nH]c1=S	96
N=C(N)NCCC[C@@H]1NC(=O)c2ccc(nc2)-c2ccc(cn2)NC(=O)CCNC(=O)[C@H](CCCNC(=N)N)NC(=O)[C@H](CCCNC(=N)N)NC(=O)[C@H](CCCNC(=N)N)NC(=O)c2ccc(nc2)-c2ccc(cn2)NC(=O)CCNC(=O)[C@H](CCCNC(=N)N)NC(=O)[C@H](CCCNC(=N)N)NC1=O	106[5 µM]
c1nc(SC2CCCC2)c2[nH]cnc2n1	89
Nc1nccc2c1ccn2-c1cccc(NC(=O)Nc2ccc(Cl)c(Cl)c2)c1	72
CCN(CC1CCN(C(C)(C)Cc2cccc(F)c2)CC1)C(=O)c1cc2ccccc2[nH]1	75
C[Se]C(=O)CC1=C2C=C(F)C=CC2/C(=C\c2ccc(S(C)=O)cc2)C1C (configuration not stated)	-40*
CSc1nc(Cl)c2cc(-c3ccc(Cl)cc3)[nH]c2n1	103
Cn1cc(-c2cc3ncnc(Nc4ccc(CC(=O)Nc5nc(C(C)(C)C)cs5)cc4)c3s2)cn1	29
O=C1CCC(Nc2ccc3cccc(O)c3n2)N1 (configuration not stated)	101
CC1=CC(=O)Nc2ncccc2O1	94
CC(C)(C)n1cc(-c2ccnc(NCCCNS(=O)(=O)c3ccc(O)cc3)n2)c(-c2ccc(Cl)c(O)c2)n1	89
Cc1cc(C(c2ccc(Nc3ccccc3)cc2)c2ccc(Nc3ccccc3)cc2)ccc1Nc1ccccc1	56
NC1=NNC(c2ccccc2O)N1C(Cc1c[nH]c2ccccc12)C(=O)O (configuration not stated)	91
O=S(=O)(O)Sc1ccccc1	131
CCOC(=O)N(CCCCCCNC(c1ccccc1)S(=O)(=O)O)c1ccccc1 (configuration not stated)	119
C/C=C/C1=C(C)C(=O)[C@H](O)O1	104
Cn1c(=O)[nH]c2nc(SCC(=O)Nc3ccc(C(=O)/C=C/c4cccc([N+](=O)[O-])c4)cc3)[nH]c2c1=O	103
CC1=CNC(=O)/C1=C\c1cc(=O)oc2ccc(Cl)cc12	99
Clc1ccc(-c2nnc(-c3cccc4ccccc34)o2)cc1	112
CC(=O)CCc1ccccc1	91
Cc1cc2c(n1-c1ccccc1)CSc1cc(S(=O)(=O)c3ccccc3)c(=O)[nH]c1-2	90[100 µM]
Cc1oc(-c2ccccc2)nc1CN[C@@H]1C[C@@H]2C[C@H]([C@H]1C)C2(C)C	-24*
O=c1oc2c(cnc3ccccc32)cc1-c1ccc(F)cc1	100
CO[C@H](C(=O)[C@@H](O)[C@@H](C)O)[C@@H]1Cc2cc3cc(O[C@H]4C[C@@H](O[C@H]5C[C@@H](O)[C@H](O)C(C)O5)[C@H](O)C(C)(O)O4)cc(O)c3c(O)c2C(=O)[C@H]1O[C@H]1C[C@@H](O[C@H]2C[C@@H](O[C@H]3C[C@@H](OC)[C@H](O)C(C)O3)[C@@H](O)C(C)O2)[C@H](O)C(C)O1 (some centres not stated)	71
COc1ccc(-c2nn(-c3ccc(NC(=O)c4cc(Cl)cc(Cl)c4)cc3)cc2-c2ccncc2)cc1Cl	20
N[C@H]1CN(C(=O)c2cc3cc(Cl)c(F)c(F)c3[nH]2)C[C@@H]1O	104
CCC(Br)(CC)C(=O)NC(N)=O	100
CCC(=O)OC1CCC2C3CCC(=O)OC3C(C)(CCC(=O)O)CC12C (configuration not stated)	-23*
COc1cc(/C=C/C(=O)c2ccc(NC(=O)N3CCN(c4cc5c(cc4F)c(=O)c(C(=O)O)cn5C4CC4)CC3)cc2)cc(OC)c1OC	92
CC(=O)OCCc1ccccc1	92
N#CCN	112
COc1cc(CNC(=O)CCCC(C)=CCC/C=C/CCC=C(C)CC/C=C(\C)CCC=C(C)C)ccc1O	69
O=C(NC(=S)N1CCN(c2ncnc3c2cnn3-c2ccccc2)CC1)c1ccc(F)cc1	65
O=C(CO)Nc1ccccc1	101
COc1cc(-c2nn(-c3ccc(F)c(Cl)c3)cc2CO)ccc1O	98
CCN(CC)c1ccc(C(NCC2CCCCO2)C(Cl)(Cl)Cl)cc1 (configuration not stated)	92
Cc1cn2c(/C=C/C(=O)c3c(F)cccc3F)c(-c3ccc(Cl)cc3)nc2s1	74
O=C(O)CC(Br)C(=O)O (configuration not stated)	102
CCN(C(=O)Nc1cccc2ccccc12)c1ccccc1	102
COc1cc(Cn2cc(CNC(=O)c3cccnc3Nc3ccc(F)cc3)nn2)cc(OC)c1	99
Brc1ccc(-c2cc(-c3ccccn3)[nH]n2)cc1	102

Additional structures:
SMILES	HL-60(TB)
COC(=O)C1=Nc2cc(OC)cc(OC)c2/C1=C\c1sc(N)nc1O	80
O=C1C(Nc2ccc(Cl)cc2)=C(I)C(=O)c2ncccc21	-46*
CC(C(=O)c1ccc(Cl)cc1)N1CCCCC1 (configuration not stated)	95
CCOc1nc(-c2ccccc2)cc2c(O)c(-c3nnco3)[nH]c(=O)c12	35
COc1cccc(C(=O)Nc2cccc(-c3cc(=O)c4ccccc4o3)c2)c1	99
COc1ccc(C(c2c(O)c3cc(C)ccc3[nH]c2=O)c2c(O)c3cc(C)ccc3[nH]c2=O)cc1	107
CSc1nc2c(c(=O)n1C)CN(Cc1ccccc1)C=N2	86
O=C(CNC1CCCCC1)Nc1ccc(-c2nc3ccccc3s2)cc1	67
COc1ccccc1NS(=O)(=O)c1ccc(C)cc1	83
CS(=O)(=O)c1ccc(C(=O)N2N=C(c3ccccc3)CC2c2ccccc2O)cc1 (configuration not stated)	27
COc1ccc(C(=S)c2ccc(OC)cc2)cc1	103
COc1ccc2cc(-c3csc(Nc4cccc5ccccc45)n3)c(=O)oc2c1	92
O=C(CSc1nnc2n3c(nn12)SCC(c1ccccc1)=N3)c1ccc(C(F)(F)F)cc1	100
CC(=O)N[C@@H](CC(C)C)C(=O)O	100
COc1ccc(-c2nc3sccn3c2/C=C/C(=O)c2cc(F)cc(F)c2)cc1	60
COc1ccc(CC(=O)OCCCl)cc1	101
COc1cccc(-c2nc(-c3ccc(NC(=O)c4ccccc4)cc3)[nH]c2-c2ccnc(Br)c2)c1	-34*
COc1ccc(-c2nc(Sc3nc4c(c(=O)n(C)c(=O)n4C)n3Cc3ccc(F)cc3)[nH]c(=O)c2C#N)cc1	105
O=C(O)c1cc(S(=O)(=O)O)cc([N+](=O)[O-])c1O	78
CCCCOc1nc2ccccc2cc1/C=C/c1cc(/C=C/c2cc3ccccc3nc2OCCCC)n(-c2ccccc2)n1	97
CC1(C)C(C(=O)c2cn(CCF)c3ccccc23)C1(C)C	73
COc1ccc(-n2nc(C)c(N=Nc3ccccc3)c2C)cc1	81
CC(/C=C1\SC(=S)N(CC(=O)NC(Cc2ccccc2)C(=O)O)C1=O)=C\c1ccccc1 (configuration not stated)	103
CC(=O)NC1C(Nc2ccc(S(=O)(=O)Nc3ncccn3)cc2)OC(CO)C(O)C1O (configuration not stated)	100
O=C(Nc1ncc(Cc2ccccc2)s1)C1=NCCCCN1	99
Cc1cc(C(=O)Nc2ncnc3nc[nH]c23)no1	91
O=C(O)c1ccccc1-c1ccccc1	118
Cc1cc(C)c(O)c(C(C)(C)C)c1	96
CS(=O)(=O)c1ccc(Nc2nc(N3CCC(O)CC3)nc3cc[nH]c(=O)c23)cc1	50
Cc1nnc(NCc2cc(Cl)cc(Cl)c2O)nc1C	92
Cc1ncc(C[n+]2csc([C@H](O)CO)c2C)c(N)n1	108
Cc1ccnc(NS(=O)(=O)c2ccc(N=Nc3c(N)[nH]c(=O)[nH]c3=O)cc2)n1	96
C1CCc2c(-c3n[nH]c4c3CCCC4)n[nH]c2C1	92
Cc1ccc(C2SCC(=O)N2NC(=O)C(O)(c2ccccc2)c2ccccc2)cc1 (configuration not stated)	73
Clc1cncc(Nc2ncnc3ccc(-c4cccc(-c5nn[nH]n5)c4)cc23)c1	101
O=C(Nc1ccccc1)Nc1ncnc2c1ncn2-c1cccc(Cl)c1	105
O=[N+]([O-])CC1(O)CCCCC1	99
COc1ccc(NC(=O)CSc2nnc(-c3ccc4nc(-c5ccc(Cl)cc5)[nH]c4c3)o2)cc1	63
Nc1ccccc1SC1CC(=O)N(c2cccc3ccccc23)C1=O (configuration not stated)	97
Cc1ccc(C(=O)c2ccc(CC(=O)O)n2C)cc1	107

15 of the compounds above, comma-delimited:
Structure,HL-60(TB)
COc1ccc(-n2nc(C)c(N=Nc3ccccc3)c2C)cc1,81
CC(/C=C1\SC(=S)N(CC(=O)NC(Cc2ccccc2)C(=O)O)C1=O)=C\c1ccccc1 (configuration not stated),103
CC(=O)NC1C(Nc2ccc(S(=O)(=O)Nc3ncccn3)cc2)OC(CO)C(O)C1O (configuration not stated),100
O=C(Nc1ncc(Cc2ccccc2)s1)C1=NCCCCN1,99
Cc1cc(C(=O)Nc2ncnc3nc[nH]c23)no1,91
O=C(O)c1ccccc1-c1ccccc1,118
Cc1cc(C)c(O)c(C(C)(C)C)c1,96
CS(=O)(=O)c1ccc(Nc2nc(N3CCC(O)CC3)nc3cc[nH]c(=O)c23)cc1,50
Cc1nnc(NCc2cc(Cl)cc(Cl)c2O)nc1C,92
Cc1ncc(C[n+]2csc([C@H](O)CO)c2C)c(N)n1,108
Cc1ccnc(NS(=O)(=O)c2ccc(N=Nc3c(N)[nH]c(=O)[nH]c3=O)cc2)n1,96
C1CCc2c(-c3n[nH]c4c3CCCC4)n[nH]c2C1,92
Cc1ccc(C2SCC(=O)N2NC(=O)C(O)(c2ccccc2)c2ccccc2)cc1 (configuration not stated),73
Clc1cncc(Nc2ncnc3ccc(-c4cccc(-c5nn[nH]n5)c4)cc23)c1,101
O=C(Nc1ccccc1)Nc1ncnc2c1ncn2-c1cccc(Cl)c1,105

Rewritten in markdown: 2 of the compounds above
| structure | HL-60(TB) |
| --- | --- |
| CS(=O)(=O)c1ccc(Nc2nc(N3CCC(O)CC3)nc3cc[nH]c(=O)c23)cc1 | 50 |
| Cc1ncc(C[n+]2csc([C@H](O)CO)c2C)c(N)n1 | 108 |

(cont.)
SMILES	HL-60(TB)
CCOc1ccc(P2(=S)SP(=S)(c3ccc(OCC)cc3)S2)cc1 (configuration not stated)	79
O=C(O)C(=Cc1ccc(-c2ccccc2)cc1)C(=O)O	106
CC(=O)CCCCCCCCCCC1CCC(O)C1O (configuration not stated)	105
COc1ccc2c(c1)C1=NN(C(C)=O)C(c3cc(OC)c(OC)c(OC)c3)C1CC2 (configuration not stated)	84
CCOC(=O)CC(CC(=O)OCC)(C(=O)OCC)C(=O)OCC	105
O=C1C=C/C(=C(\c2ccc(O)c(S(=O)(=O)O)c2)c2ccccc2C(=O)O)C=C1S(=O)(=O)O	93
Cc1ccc2c(N)c(C(=O)Nc3ccc(-c4ccccc4)cc3)sc2n1	39
NC(=O)c1ccc2c(c1)CN(c1ncc(Cc3ccc(-n4cccn4)cc3)s1)CC2	50
O=C(O)c1cc([N+](=O)[O-])ccc1Br	105
O=S(=O)(CS(=O)(=O)c1ccccc1Br)c1ccccc1Br	104
COCOc1ccc2c(=O)c(C)c(C(=O)N[C@@H](Cc3ccccc3)C(=O)C(=O)NCc3ccccc3)oc2c1	96
Cc1cc(CO)cc(C)c1O	99
CO[C@H](C(=O)NC1C(O)OC(CO)C(O)C1O)[C@@H]1Cc2cc3cc(OC4CC(OC5CC(O)C(O)C(C)O5)C(O)C(C)O4)c(C)c(O)c3c(O)c2C(=O)[C@H]1OC1CC(OC2CC(OC3CC(C)(O)C(O)C(C)O3)C(O)C(C)O2)C(O)C(C)O1 (some centres not stated)	119
O=[N+]([O-])c1cc([As](=O)(O)O)ccc1O	107&99
N#CSCc1c(Cl)c(Cl)c(CSC#N)c(Cl)c1Cl	96
S=C(Cc1ccc2c(c1)CCCC2)N1CCOCC1	85
COc1ccc(/C(=C/c2cc(OC)c(OC)c(OC)c2)c2nn[nH]n2)cc1OC	77
CCNCc1c(-c2cccc(OC(F)(F)F)c2)[nH]c2ccc(N3CCCC3)cc2c1=O	-8.3*
Cn1c(=O)c2c(c3ccccc31)Oc1ncn3nc(-c4ccco4)nc3c1C2c1ccc(Cl)cc1 (configuration not stated)	98
Nc1nnc(-c2ccc(OCc3nnc(-c4ccc(Cl)cc4)o3)cc2)s1	106
COc1ccc(C2OCC3(C)C(CCC4(C)C5CC(C6=CCOC6=O)OC5(C)CCC34)O2)cc1 (configuration not stated)	101
CCc1cc2c(c3c1C(=O)CC3)C(C)(C)CCC2	47
COc1cc(OC)c2sc(-c3ccc(-n4cncc4-c4cc(OC)c(OC)c(OC)c4)cc3)nc2c1	30
CCN(CC)c1ccc(N=Nc2cc(Cl)ccc2Cl)c(NC(=O)CCC(=O)O)c1	119
Cc1c(-c2nnc(SCC(C)C)o2)sc2nc3ccccc3n12	92
Cc1c(C(N)=O)sc2nc(SCc3nnco3)n(Cc3ccccc3)c(=O)c12	110

Screening data (PubChem)

An excerpt, so the mix of outcomes need not match the whole.
